Screening data deposited in PubChem by Broad Institute.
DENV2 CPE: protects cells from dengue virus 2 cytopathic effect | hit rate 1.7% among 350,000 | CPE inhibition, % at 9.99 µM | DENV2-infected cells, cytopathic effect rescue, plate reader; in the data active means CPE inhibition above about 20%, passing the limit was not always enough; inconclusive means no clear call, values can overlap the other calls; tested in BHK-21 cells;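 further: 0% = median of neutral control wells and 100% = median of positive control wells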
ARNT TACC3 PPI: disruptors of human ARNT/TACC3 interaction; AID 623870; inhibition, % at 9.99 µM; AlphaScreen His-ARNT PAS-B/GST-TACC3 binding, luminescence; TACC3 fragment carries E629A point mutation; Q9Y6A5; hit rate 0.66% among 390,000;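 active means mean inhibition of replicates at least 50% and at least half of replicates each reaching 50%; inconclusive means half or more replicates reach 50% but mean below 50%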;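 further: 0% = complete ARNT plus TACC3 wells and 100% = ARNT alone without TACC3; many hits fall short of the cut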
Xi reactivation: X-chromosome reactivation activator. XiGFP mouse fibroblasts, % GFP-positive cells imaging, 3 d; cells co-treated with 5-aza-dC sensitizer; scaled so ellipticine positive control = 100%. activation, % at 7.58 µM. hit rate 0.055% among 360,000;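 active means mean normalized replicate activation at least 10% and every replicate at or above 10%; inconclusive means only one of the two criteria met; inactive means mean below 10% and not all replicates reach 10%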;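 further: 0% = median of on-plate neutral control wells and 100% = ellipticine 6 µM median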
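Assay system: SV40-immortalized XiGFP fibroblast cells, line 68-5-11; buffer or medium: DMEM plus 5-aza-dC sensitizer; compound: one concentration, pinned; timing: compounds 3 days, fix/stain 15 min at room temperature; benchmarks: positive control ellipticine, 6 µM final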
PAX8 reporter: inhibitors of PAX8 transcriptional activity in RMG-I cells | RMG-I TPO-luciferase reporter, SteadyGlo, 24 h | inhibition, % at 12.6 µM | AID 652154 | hit rate 1.2% among 360,000;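 active means mean replicate inhibition at least 60% with every replicate also reaching 60%; inconclusive means only one of the two criteria is met; inactive means mean below 60% and not all replicates reaching 60%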;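 further: luciferase light reporting Pax8 driven TPO promoter activity; plate controls were median of neutral control wells for no effect and mitoxantrone controls for full effect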
CFTR F508del cor: CFTR F508del correction in bronchial cells; CFBE cells, YFP halide quenching; stimulated with forskolin plus potentiator P3; % fluorescence drop versus neutral controls; AID 720511; hit rate 0.36% among 350,000; activity (quench increase), % at 7.58 µM;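 active means mean added fluorescence quench of at least 8% versus neutral control, with both replicates also reaching 8%; inconclusive means only one of the mean or replicate conditions met; inactive means mean below 8% and not both replicates reaching 8%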;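 further: cells transiently co-express mutant CFTR-F508del with the halide-sensitive YFP; corrector assay measuring rescue of mutant channel to the surface after 24 h compound exposure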
INS-1E GSIS act: GLuc luminescence reporter in INS-1E cells, primary screen for activators of glucose-dependent secretion of insulin; INS-1E GLuc reporter insulin secretion, 2-3 h; activation, % at 16.6 µM; hit rate 0.61% among 370,000; AID 743287;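 active means lowest replicate activation of at least 40%, so every replicate reaches that level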;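 further: 0% = median of neutral control wells and 100% = median of IBMX positive control wells; some compounds called inactive have numbers as strong as hits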
ERp5 inh: blocks human ERp5 reductase activity on insulin; ERp5 insulin aggregation, absorbance 650 nm, 90 min; inhibition, % at 9.99 µM; hit rate 0.05% among 350,000;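 active means mean replicate inhibition above about 25%, with every replicate also reaching it, limit read from the data, passing the limit was not always enough; inconclusive means only one of those two criteria met; inactive means neither criterion met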
Target sequence (Q15084 whole entry, looked up): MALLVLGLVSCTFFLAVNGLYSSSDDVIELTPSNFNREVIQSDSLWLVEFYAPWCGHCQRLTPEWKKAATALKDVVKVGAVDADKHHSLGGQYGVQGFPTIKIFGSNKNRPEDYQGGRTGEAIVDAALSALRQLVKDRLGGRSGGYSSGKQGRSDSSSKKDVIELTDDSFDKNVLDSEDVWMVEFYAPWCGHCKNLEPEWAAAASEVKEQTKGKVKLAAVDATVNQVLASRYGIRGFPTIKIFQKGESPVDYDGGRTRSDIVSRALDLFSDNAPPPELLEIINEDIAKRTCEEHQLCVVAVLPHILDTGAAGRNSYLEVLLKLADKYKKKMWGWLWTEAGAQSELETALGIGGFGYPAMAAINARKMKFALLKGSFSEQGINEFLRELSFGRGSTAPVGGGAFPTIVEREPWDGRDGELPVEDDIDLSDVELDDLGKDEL
EWS-Fli block: EWS/Fli transcriptional activity inhibition; A673 NR0B1-luciferase reporter, viability-normalised; inhibition, % at 12.6 µM; hit rate 0.67% among 350,000; AID 651661;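 active means mean inhibition of at least 50% after viability correction, with every replicate also passing that limit; inconclusive means mean reaches 50% but only one of two replicates passes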;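 further: firefly luciferase signal divided by Alamar Blue viability fluorescence both relative to DMSO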
The depositor's hits bear a star.

How did C[C@@H]1CN([C@H](C)CO)C(=O)c2cc(NS(=O)(=O)c3cn(C)cn3)ccc2O[C@@H](C)CCCCO[C@H]1CN(C)C(=O)Nc1ccccc1 do in these assays?
DENV2 CPE: 6; ARNT TACC3 PPI: -6; Xi reactivation: 0.2; PAX8 reporter: -25; CFTR F508del cor: -1.5; INS-1E GSIS act: 16; ERp5 inh: 2; EWS-Fli block: -4

Results for CCC1CCCCN1C(=O)COc1cc(=O)n(C)c2ccccc12 (stereo not drawn) ?
DENV2 CPE: 15; ARNT TACC3 PPI: 8; Xi reactivation: 0.3; PAX8 reporter: 21; CFTR F508del cor: -0.6; INS-1E GSIS act: -10; ERp5 inh: -5; EWS-Fli block: 4

What do the screens show for `C[C@@H]1CN([C@@H](C)CO)C(=O)c2cc(NC(=O)Nc3ccc(C(F)(F)F)cc3)ccc2O[C@@H]1CN(C)Cc1ccc(C(=O)O)cc1`?
DENV2 CPE: -1; ARNT TACC3 PPI: -1; Xi reactivation: -1.2; CFTR F508del cor: 2.0; INS-1E GSIS act: 2; ERp5 inh: 5; EWS-Fli block: -2

What do the screens show for `COC(=O)CN1C(=S)N(c2ccc(OC)cc2)C(=O)/C1=C/c1ccc(N2CCOCC2)cc1`?
ARNT TACC3 PPI: 7; Xi reactivation: 0.0; PAX8 reporter: 5; INS-1E GSIS act: 4

How did CSC1=NCCN1C(=O)Cc1cccc2ccccc12 do in these assays?
DENV2 CPE: 17; ARNT TACC3 PPI: -5; Xi reactivation: -0.1; PAX8 reporter: -3; CFTR F508del cor: -3.6; INS-1E GSIS act: 24; ERp5 inh: -3; EWS-Fli block: -12

How did COc1cc(/C=N/N2C(C)CCCC2C)cc(Br)c1O (stereo not drawn) do in these assays?
DENV2 CPE: -5; ARNT TACC3 PPI: 1; Xi reactivation: 0.0; PAX8 reporter: 0; CFTR F508del cor: 2.4; INS-1E GSIS act: -4; ERp5 inh: 5; EWS-Fli block: -1

What do the screens show for `Cc1noc(C)c1S(=O)(=O)N(C)C[C@@H]1OCCCC[C@H](C)Oc2ccc(NS(=O)(=O)c3ccccc3)cc2C(=O)N([C@H](C)CO)C[C@@H]1C`?
DENV2 CPE: -10; ARNT TACC3 PPI: -4; Xi reactivation: 0.0; PAX8 reporter: 21; CFTR F508del cor: 0.3; INS-1E GSIS act: -10; ERp5 inh: -10; EWS-Fli block: 4

What do the screens show for `Cc1noc(C)c1NC(=O)Nc1ccc2c(c1)C(=O)N([C@H](C)CO)C[C@@H](C)[C@@H](CN(C)Cc1ccc(C(F)(F)F)cc1)O2`?
DENV2 CPE: 0; ARNT TACC3 PPI: -9; Xi reactivation: 0.7; PAX8 reporter: 3; CFTR F508del cor: 0.9; INS-1E GSIS act: 16; ERp5 inh: -1

What do the screens show for `O=C(NC1CC2CCCC(C1)N2Cc1ccccc1)C1CCCCC1` (stereo not drawn)?
DENV2 CPE: 3; ARNT TACC3 PPI: -4; Xi reactivation: 0.1; PAX8 reporter: -25; CFTR F508del cor: 0.6; INS-1E GSIS act: -5; ERp5 inh: 1; EWS-Fli block: -6

What do the screens show for `COc1ccc(S(=O)(=O)N2CCc3ccccc32)cc1C(=O)Nc1cc(S(C)(=O)=O)ccc1Cl`?
DENV2 CPE: 9; ARNT TACC3 PPI: -5; Xi reactivation: 0.0; PAX8 reporter: 13; CFTR F508del cor: -7.6; INS-1E GSIS act: 1; ERp5 inh: 2; EWS-Fli block: 18

What do the screens show for `COc1ccc(OC)c(S(=O)(=O)Oc2ccc(N)c3ccccc23)c1`?
DENV2 CPE: -4; ARNT TACC3 PPI: 8; Xi reactivation: 0.8; PAX8 reporter: 21; CFTR F508del cor: -3.7; INS-1E GSIS act: 0; ERp5 inh: 0; EWS-Fli block: -4

What do the screens show for `COC(=O)c1cc(NC(=O)c2cc(C(C)(C)C)nn2Cc2cccc(C)c2)ccc1N1CCOCC1`?
DENV2 CPE: -11; ARNT TACC3 PPI: -4; Xi reactivation: 0.0; PAX8 reporter: -11; CFTR F508del cor: -3.4; ERp5 inh: -7; EWS-Fli block: 10

What do the screens show for `CCCc1nc2c3ccccc3ccn2c1Cc1ccccc1OC`?
DENV2 CPE: -1; Xi reactivation: 0.3; PAX8 reporter: 22; CFTR F508del cor: 1.3; INS-1E GSIS act: -5; ERp5 inh: -4; EWS-Fli block: -24

What do the screens show for `CCOCCn1ccc2c(OCC(=O)Nc3ccccc3F)cccc2c1=O`?
DENV2 CPE: -11; ARNT TACC3 PPI: -7; Xi reactivation: 0.0; PAX8 reporter: -10; CFTR F508del cor: 0.3; INS-1E GSIS act: 8; ERp5 inh: 4; EWS-Fli block: -2

How did COc1ccc(CNC(=O)C2CCCN(S(=O)(=O)c3ccc4c(c3)C(C)(C)C(=O)N4C)C2)cc1 (stereo not drawn) do in these assays?
DENV2 CPE: -5; ARNT TACC3 PPI: -2; Xi reactivation: 0.0; PAX8 reporter: -2; CFTR F508del cor: -0.5; ERp5 inh: -1; EWS-Fli block: 12

What do the screens show for `COc1ccc(-c2csc(C(C)(O)c3ccncc3)n2)cc1OC` (stereo not drawn)?
DENV2 CPE: inconclusive; Xi reactivation: 0.1; PAX8 reporter: 9; CFTR F508del cor: 0.8; INS-1E GSIS act: 62; ERp5 inh: -3; EWS-Fli block: -4

Results for CC(C)c1ccc(NC2CCCN(C(=O)c3cccc4nccnc34)C2)cc1 (stereo not drawn) ?
DENV2 CPE: 3; ARNT TACC3 PPI: -1; Xi reactivation: -0.1; PAX8 reporter: 10; CFTR F508del cor: -0.3; INS-1E GSIS act: -1; ERp5 inh: -9; EWS-Fli block: 12

Results for CN(C)CCCN=c1cc(-c2ccccc2)oc2ccc(Cl)cc12 ?
DENV2 CPE: 20; ARNT TACC3 PPI: 1; Xi reactivation: -0.6; PAX8 reporter: -110; CFTR F508del cor: 0.2; INS-1E GSIS act: 10; ERp5 inh: -2; EWS-Fli block: -52

What do the screens show for `CC1CN=C(N(C(=S)Nc2ccccc2)c2cccc(C(F)(F)F)c2)S1` (stereo not drawn)?
DENV2 CPE: -3; Xi reactivation: 0.0; PAX8 reporter: -22; CFTR F508del cor: 0.3; INS-1E GSIS act: -14; ERp5 inh: 3; EWS-Fli block: -17

How did CCCCC(NC(=O)COc1cc2c(c3oc(=O)cc(C)c13)CCC(C)(C)O2)C(=O)O (stereo not drawn) do in these assays?
DENV2 CPE: 4; ARNT TACC3 PPI: -3; Xi reactivation: 0.0; PAX8 reporter: 14; CFTR F508del cor: 0.3; INS-1E GSIS act: 8; ERp5 inh: -2; EWS-Fli block: -2

What do the screens show for `CC(=O)CC(CC(=O)NC1CCCCC1)c1ccccc1` (stereo not drawn)?
DENV2 CPE: 5; ARNT TACC3 PPI: 6; Xi reactivation: 0.1; PAX8 reporter: 4; CFTR F508del cor: -2.3; INS-1E GSIS act: 2; ERp5 inh: 4; EWS-Fli block: 5

How did CO[C@H]1CN(C)C(=O)c2cc(NS(C)(=O)=O)ccc2OC[C@@H](C)N(C(=O)C2CCC2)C[C@@H]1C do in these assays?
DENV2 CPE: 4; ARNT TACC3 PPI: -5; Xi reactivation: 0.0; CFTR F508del cor: -3.9; INS-1E GSIS act: 5; ERp5 inh: 5; EWS-Fli block: -15

Results for CC1CCC2(CC1)NC(=O)N(Cc1nnc(-c3cccs3)o1)C2=O (stereo not drawn) ?
DENV2 CPE: 1; ARNT TACC3 PPI: -2; Xi reactivation: 0.0; PAX8 reporter: -2; CFTR F508del cor: 0.8; INS-1E GSIS act: -11; ERp5 inh: -2; EWS-Fli block: 0

Results for CC(C)CCN1CCN(CC(c2ccccc2)c2ccccc2)CC1CCO (stereo not drawn) ?
DENV2 CPE: -5; ARNT TACC3 PPI: 3; Xi reactivation: 0.2; PAX8 reporter: 17; INS-1E GSIS act: -23; ERp5 inh: -1; EWS-Fli block: 3

Results for C[C@H]1CCCCO[C@@H](CN(C)C(=O)Cc2ccccc2)[C@@H](C)CN([C@@H](C)CO)C(=O)c2cc(NS(C)(=O)=O)ccc2O1 ?
DENV2 CPE: 18; ARNT TACC3 PPI: -2; Xi reactivation: 0.1; PAX8 reporter: 7; CFTR F508del cor: -0.9; INS-1E GSIS act: -13; ERp5 inh: -1; EWS-Fli block: -4

Results for C[C@@H]1CN([C@H](C)CO)C(=O)Cc2cc(NS(=O)(=O)c3ccc(Cl)cc3)ccc2O[C@@H]1CN(C)Cc1ccc(C(=O)Nc2ccccc2N)cc1 ?
DENV2 CPE: -7; Xi reactivation: -0.2; PAX8 reporter: 21; CFTR F508del cor: 0.0; INS-1E GSIS act: 20; ERp5 inh: 1; EWS-Fli block: -1

What do the screens show for `Cc1ccc(C(=O)NCCNS(=O)(=O)c2ccccc2[N+](=O)[O-])cc1`?
DENV2 CPE: -4; ARNT TACC3 PPI: -10; Xi reactivation: 0.4; PAX8 reporter: 2; CFTR F508del cor: 0.4; INS-1E GSIS act: 1; ERp5 inh: 3; EWS-Fli block: 15

Results for O=C(c1ccc(Cl)cc1)C1CCN(CC(=O)N2CCCCC2)CC1 ?
DENV2 CPE: -4; ARNT TACC3 PPI: 15; Xi reactivation: 0.0; PAX8 reporter: -11; CFTR F508del cor: -1.8; INS-1E GSIS act: -6; ERp5 inh: -2; EWS-Fli block: -2

How did Nc1cc2c(cc1Br)-c1ccccc1C2=NO do in these assays?
DENV2 CPE: -1; ARNT TACC3 PPI: 5; Xi reactivation: 0.0; PAX8 reporter: -60; CFTR F508del cor: 4.1; INS-1E GSIS act: -8; ERp5 inh: -5; EWS-Fli block: -77

Results for Cc1ccc(-n2c(C)nnc2SC(C)C(=O)N2CCCC2)cc1 (stereo not drawn) ?
DENV2 CPE: -4; ARNT TACC3 PPI: 1; Xi reactivation: 0.1; PAX8 reporter: 16; CFTR F508del cor: 0.7; INS-1E GSIS act: 0; ERp5 inh: -2; EWS-Fli block: -3

Results for O=C(NC(=S)Nc1ccc(S(=O)(=O)Nc2ncccn2)cc1)c1cccc(Br)c1 ?
DENV2 CPE: -2; ARNT TACC3 PPI: -3; Xi reactivation: 0.0; PAX8 reporter: 23; CFTR F508del cor: -0.6; INS-1E GSIS act: 30; ERp5 inh: -1; EWS-Fli block: 18

What do the screens show for `COc1ccc(NC(=O)N2CCCCN3[C@H](CO)[C@H](c4ccc(C5=CCCCC5)cc4)[C@@H]3C2)cc1`?
DENV2 CPE: -11; ARNT TACC3 PPI: 17; Xi reactivation: 0.4; PAX8 reporter: 11; CFTR F508del cor: -2.1; INS-1E GSIS act: -19; ERp5 inh: -1; EWS-Fli block: 11

What do the screens show for `C[C@@H]1CN([C@H](C)CO)C(=O)Cc2cc(NC(=O)c3ccncc3)ccc2O[C@@H]1CN(C)S(=O)(=O)c1cccs1`?
DENV2 CPE: 4; ARNT TACC3 PPI: -2; Xi reactivation: 0.6; CFTR F508del cor: 0.3; INS-1E GSIS act: 31; ERp5 inh: -5; EWS-Fli block: -16

How did CCOC(=O)C1(Cc2ccccc2C)CCCN(C(=O)c2sccc2C)C1 (stereo not drawn) do in these assays?
DENV2 CPE: 0; ARNT TACC3 PPI: -3; Xi reactivation: 0.3; CFTR F508del cor: 4.6; INS-1E GSIS act: -52; ERp5 inh: 5; EWS-Fli block: -29

What do the screens show for `COc1ccc(NC(=O)CSc2nnc(Cc3cccs3)n2C)cc1`?
DENV2 CPE: -6; ARNT TACC3 PPI: -11; Xi reactivation: 0.0; PAX8 reporter: -3; CFTR F508del cor: 10*; INS-1E GSIS act: 5; ERp5 inh: 10; EWS-Fli block: -8
